Screens from PubChem.
IMP-1 inh: inhibitors of Pseudomonas aeruginosa IMP-1 metallo-beta-lactamase | purified IMP-1, nitrocefin hydrolysis, epi-absorbance fluorescence | inhibition, % at 5.6 µM | 290,000 tested, 0.45% active;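 active = inhibition above the mean plus 3 SD of all compounds in the same screening run, cut at about 4.5% in these data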;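 also: 0% = IMP-1 with DMSO and 100% = DMSO wells lacking enzyme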
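System: Purified recombinant IMP-1 metallo-beta-lactamase enzyme | Measured by: Fluorescence quenching readout, ex 480/em 530 nm | Replication: Singlicate | Incubation: 15 min preincubation plus 25 min reaction at 25 °C | Evaluation: Percent inhibition from optical density relative to buffer-blank wells | Benchmarks: DMSO with and without IMP-1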
VIM-2 inh: blocks Pseudomonas aeruginosa VIM-2 metallo-beta-lactamase; purified VIM-2, nitrocefin hydrolysis, epi-absorbance fluorescence; inhibition, % at 5.6 µM; 290,000 tested, 0.89% active;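 active = inhibition above the mean of all tested compounds plus 3 SD, cutoff set per screening run, cut at about 7.5% in these data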;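 also: red hydrolysis product quenches plate fluorescence so inhibitors raise well fluorescence; 0% = enzyme with DMSO and 100% = DMSO without enzyme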
NS3 helicase inh: inhibitors of Hepatitis C virus NS3 helicase. inhibition, % at 10.9 µM. NS3 helicase DNA unwinding, Cy5 molecular beacon fluorescence. 290,000 tested, 0.56% active. AID 1800;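 active = inhibition above the mean of all tested compounds plus 3 SD, set per campaign, cut at about 35% in these data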;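 also: 0% = DMSO wells and 100% = thioflavine S control wells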
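Control set: DMSO versus 110 µM thioflavine S; Material: NS3 helicase fragment of HCV; Measured by: Cy5 fluorescence at 0 and 60 min, beacon hairpin quenching; Read-out basis: percent inhibition from t60/t0 fluorescence ratio; Times: reaction time 60 min, 25 °C; Repeats: single replicate; Compound dosing: single dose, 10.9 µM nominal final, DMSO 0.8% final.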
GalR3 antagonist: human GalR3 antagonism; O60755; HEK293 GalR3-CNG cAMP membrane potential fluorescence; galR3 body fused to GalR1 C-terminus; inhibition, % at 3 µM; 360,000 tested, 0.44% active; AID 651719;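 active = inhibition above the screen-wide average plus 3 SD, cut at about 13% in these data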;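 also: forskolin and galanin both at EC90 stimulate the cells; cAMP rise reported by CNG channel membrane potential dye signal; 0% = forskolin plus galanin with DMSO and 100% = forskolin alone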
Target sequence (O60755 1-299 limits assumed): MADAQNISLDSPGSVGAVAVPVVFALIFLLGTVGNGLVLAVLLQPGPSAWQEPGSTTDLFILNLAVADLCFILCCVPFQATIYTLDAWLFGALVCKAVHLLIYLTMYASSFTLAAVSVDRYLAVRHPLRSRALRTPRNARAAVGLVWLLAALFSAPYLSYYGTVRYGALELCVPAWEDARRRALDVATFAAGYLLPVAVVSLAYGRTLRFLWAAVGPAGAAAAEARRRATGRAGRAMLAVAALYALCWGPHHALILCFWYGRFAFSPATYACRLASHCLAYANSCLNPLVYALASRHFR
OXTR ag: activates the human oxytocin receptor. P30559. CHO-OTR cells, Fluo-8 calcium fluorescence; normalized: DMSO 0%, oxytocin 100%. activation, % at 3 µM. 320,000 tested, 0.32% active. AID 2435;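 active = activation above the mean of all tested compounds plus 3 SD, cutoff set per screening run, cut at about 20% in these data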;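 also: peak over basal fluorescence ratio from a 100 s FLIPR kinetic read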
PHOSPHO1 inh: PHOSPHO1 (human) inhibition. inhibition, % at 13.3 µM. AID 1565. 290,000 tested, 1.1% active. recombinant PHOSPHO1, absorbance phosphatase assay; in the data active = inhibition above about 60%
Target sequence (Q8TCT1 whole entry, looked up): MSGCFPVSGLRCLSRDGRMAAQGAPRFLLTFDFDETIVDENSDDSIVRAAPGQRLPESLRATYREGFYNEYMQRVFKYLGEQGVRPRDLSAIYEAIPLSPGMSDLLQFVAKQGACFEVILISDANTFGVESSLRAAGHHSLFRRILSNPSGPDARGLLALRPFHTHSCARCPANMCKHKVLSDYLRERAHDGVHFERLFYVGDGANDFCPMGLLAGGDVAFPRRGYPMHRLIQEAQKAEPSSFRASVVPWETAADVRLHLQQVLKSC
GPR7 antag: blocks human GPR7 receptor signaling. P48145. GPR7-expressing cells, fluorescence antagonist assay. inhibition, % at 4.4 µM. 290,000 tested, 1.1% active. AID 1861; in the data active = inhibition above about 16%, passing the limit was not always enough;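 also: cells stimulated with the agonist NPW; 0% = agonist with vehicle and 100% = vehicle without agonist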
Target sequence (P48145 whole entry, looked up): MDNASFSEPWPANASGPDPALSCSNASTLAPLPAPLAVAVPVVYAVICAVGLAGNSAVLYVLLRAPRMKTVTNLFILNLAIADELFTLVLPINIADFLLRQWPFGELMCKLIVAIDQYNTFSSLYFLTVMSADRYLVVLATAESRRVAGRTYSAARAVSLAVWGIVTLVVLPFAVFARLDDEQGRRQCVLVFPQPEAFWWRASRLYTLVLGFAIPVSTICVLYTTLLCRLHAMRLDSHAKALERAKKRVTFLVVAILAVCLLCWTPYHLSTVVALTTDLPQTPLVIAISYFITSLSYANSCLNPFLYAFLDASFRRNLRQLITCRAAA
V1aR counter: activates human V1a receptor in oxytocin agonist counter-screen. AID 2797. P37288. activation, % at 3 µM. 320,000 tested, 0.25% active. CHO-V1R cells, Fluo-8 calcium fluorescence, agonist mode; 0% DMSO, 100% 3 nM vasopressin;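 active = activation above the mean activation of all tested compounds plus 3 SD, per screening run, cut at about 20% in these data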;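 also: signal is peak over basal fluorescence ratio across a 100 second FLIPR read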
DNA FID counter: displaces DNA intercalator in HCV helicase counter-screen; DNA fluorescent intercalator displacement, fluorescence; inhibition, % at 7.9 µM; 290,000 tested, 0.17% active; AID 1845; in the data active = inhibition above about 37%;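 also: 0% = vehicle and 100% = reference compound; higher means more ethidium bromide displaced from hairpin DNA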
* marks the source's active call; other numbers are inactive results.

`COc1ccc(C)cc1NC(=O)Cc1c(C(=O)O)n(C)c2ccccc12` gave IMP-1 inh -1.9, VIM-2 inh 3.0, NS3 helicase inh 7, GalR3 antagonist -6, OXTR ag -0.4, PHOSPHO1 inh 1, GPR7 antag -8, V1aR counter -0.2 and DNA FID counter -24.
Screening O=C(CS(=O)(=O)c1ccccc1)Nc1cccnc1 returned IMP-1 inh -2.1, VIM-2 inh -1.7, NS3 helicase inh 0, GalR3 antagonist 5, OXTR ag 0.3, PHOSPHO1 inh 55, GPR7 antag -10, V1aR counter 1.7 and DNA FID counter -1.
CC1CCc2[nH]nc(C(=O)O)c2C1 (stereo not given) was read as IMP-1 inh -2.3, VIM-2 inh -2.8, NS3 helicase inh 8, GalR3 antagonist -4, OXTR ag 2.4, PHOSPHO1 inh -6, GPR7 antag 2, V1aR counter -0.1 and DNA FID counter 4.
Screening Cc1ccc(Nc2nc(N)c([N+](=O)[O-])c(N3CCOCC3)n2)cc1C returned IMP-1 inh -2.5, VIM-2 inh -1.4, NS3 helicase inh 26, GalR3 antagonist -1, OXTR ag -2.5, PHOSPHO1 inh -8, GPR7 antag -15, V1aR counter -0.8 and DNA FID counter -17.
COc1ccc(C(=O)COC(=O)c2nn(C)cc2Cl)cc1 was read as IMP-1 inh -3.7, VIM-2 inh -2.5, NS3 helicase inh 2, GalR3 antagonist -6, OXTR ag 1.1, PHOSPHO1 inh 23, GPR7 antag 1, V1aR counter 0.6 and DNA FID counter -9.
For CC(C)NC(=NCc1ccc(Cl)cc1Cl)Nc1ccccc1 the results were IMP-1 inh -4.3, VIM-2 inh -3.3, NS3 helicase inh -20, GalR3 antagonist -11, OXTR ag 12, PHOSPHO1 inh 31, GPR7 antag 26, V1aR counter 10 and DNA FID counter 12.
For Oc1cccc(-c2nc3c4c(ncn3n2)-c2ccccc2CC42CCCC2)c1 the results were IMP-1 inh -1.7, VIM-2 inh 0.9, NS3 helicase inh -3, GalR3 antagonist -7, OXTR ag 2.4, PHOSPHO1 inh 17, GPR7 antag -18, V1aR counter 1.0 and DNA FID counter -5.
For COc1ccc(Br)cc1C(=O)Nc1ccccc1N1CCN(C(=O)c2ccccc2)CC1 the results were IMP-1 inh -1.1, VIM-2 inh -0.4, NS3 helicase inh -34, GalR3 antagonist -2, OXTR ag 1.9, PHOSPHO1 inh 42, GPR7 antag 4, V1aR counter 4.2 and DNA FID counter -28.
For Cc1ccccc1NC(=O)Cc1cccc(C(F)(F)F)c1 the results were IMP-1 inh -2.7, VIM-2 inh -2.1, NS3 helicase inh 2, GalR3 antagonist -4, OXTR ag -2.5, PHOSPHO1 inh 8, GPR7 antag -1, V1aR counter -0.6 and DNA FID counter -5.
COC(=O)Cn1c(O)c(N=NC(=O)CNC(=O)c2ccncc2)c2ccccc21 was read as IMP-1 inh -1.5, VIM-2 inh 0.1, NS3 helicase inh 9, GalR3 antagonist -5, OXTR ag -0.1, PHOSPHO1 inh 64*, GPR7 antag -1, V1aR counter -1.4 and DNA FID counter -12.
For COc1ccc(NC(=O)/C(Cl)=C(/Cl)S(=O)Cc2ccc(Cl)cc2)cn1 (stereo not given) the results were IMP-1 inh -3.5, VIM-2 inh -2.0, NS3 helicase inh -12, GalR3 antagonist 35*, PHOSPHO1 inh 32, GPR7 antag 30* and DNA FID counter -16.
CN(C)CCNS(=O)(=O)c1ccc(Cl)cc1 was read as IMP-1 inh -2.3, VIM-2 inh -3.2, NS3 helicase inh -19, GalR3 antagonist -6, OXTR ag 2.3, PHOSPHO1 inh -10, GPR7 antag -3, V1aR counter 0.6 and DNA FID counter -3.
For COCCCNC(=S)N/N=C/c1ccc2c(c1)OCO2 the results were IMP-1 inh -2.6, VIM-2 inh -3.2, NS3 helicase inh 7, GalR3 antagonist -6, OXTR ag -2.8, PHOSPHO1 inh 8, GPR7 antag -9, V1aR counter -0.7 and DNA FID counter -5.
Screening CCCCCCOc1ccc(/C(C)=N/NC2=NCCN2)cc1[N+](=O)[O-] returned IMP-1 inh -1.0, VIM-2 inh 0.1, NS3 helicase inh -52, GalR3 antagonist 7, OXTR ag 8.2, PHOSPHO1 inh 41, GPR7 antag 1, V1aR counter 5.0 and DNA FID counter 28.
`CC(=O)Cn1c(CN2CCCC2)nc2ccccc2c1=O` gave IMP-1 inh -3.5, VIM-2 inh -3.0, NS3 helicase inh 9, GalR3 antagonist -8, OXTR ag 0.4, PHOSPHO1 inh 46, GPR7 antag -2, V1aR counter -0.4 and DNA FID counter -2.
Screening CCOc1ccccc1N1CC(C(=O)Nc2cc(Cl)ccc2C)CC1=O (stereo not given) returned IMP-1 inh -2.0, VIM-2 inh -1.8, NS3 helicase inh 8, GalR3 antagonist -8, OXTR ag 3.1, PHOSPHO1 inh 19, GPR7 antag 7, V1aR counter 1.0 and DNA FID counter -33.
For Cc1cccc(NC(=O)CSc2nccn2C)c1 the results were IMP-1 inh -2.2, VIM-2 inh 0.3, NS3 helicase inh 2, GalR3 antagonist -4, OXTR ag 0.3, GPR7 antag -7, V1aR counter 1.3 and DNA FID counter -5.
Cc1ccc2nc3ccc(N4CCCC4)nn3c(=O)c2c1 was read as IMP-1 inh 1.7, VIM-2 inh 1.6, NS3 helicase inh -1, GalR3 antagonist 1, OXTR ag -0.5, PHOSPHO1 inh 23, GPR7 antag -1, V1aR counter 1.3 and DNA FID counter -4.
Screening O=C(Nc1nc(-c2ccccc2)ns1)c1ccncc1 returned IMP-1 inh 0.6, VIM-2 inh -1.2, NS3 helicase inh 20, GalR3 antagonist 2, OXTR ag 1.0, PHOSPHO1 inh 42, GPR7 antag -4, V1aR counter 1.6 and DNA FID counter -2.
For COc1ccc(C(=O)N/C(=C/c2cccnc2)C(=O)N2CCN(C)CC2)cc1OC the results were IMP-1 inh 0.4, VIM-2 inh 2.9, NS3 helicase inh 15, GalR3 antagonist 0, OXTR ag 0.2, PHOSPHO1 inh 49, GPR7 antag 0, V1aR counter 1.4 and DNA FID counter 6.
For NC(=O)CSc1nc(O)cc(=O)n1-c1ccccc1 the results were IMP-1 inh -2.5, VIM-2 inh -2.5, NS3 helicase inh -6, GalR3 antagonist 2, OXTR ag 0.2, PHOSPHO1 inh 21, GPR7 antag -10, V1aR counter 1.4 and DNA FID counter -33.
`N#Cc1c(NC(=O)c2cnn3cccnc23)sc2c1CCCC2` gave IMP-1 inh -3.8, VIM-2 inh -0.2, NS3 helicase inh -5, GalR3 antagonist -2, OXTR ag 1.3, PHOSPHO1 inh 24, GPR7 antag -4, V1aR counter 0.2 and DNA FID counter 0.
For Cn1c(=O)c2c(nc(SCC(=O)NCC3CCCO3)n2C)n(C)c1=O (stereo not given) the results were IMP-1 inh -5.9, VIM-2 inh -1.6, NS3 helicase inh -2, GalR3 antagonist -7, OXTR ag 0.1, PHOSPHO1 inh -7, GPR7 antag -11, V1aR counter 0.2 and DNA FID counter -2.
For COCCn1c(SCC(=O)Nc2nnc(C)s2)nnc1-c1ccoc1C the results were IMP-1 inh -3.0, VIM-2 inh -0.9, NS3 helicase inh 5, GalR3 antagonist 6, OXTR ag -0.8, PHOSPHO1 inh 33, GPR7 antag -7, V1aR counter 0.3 and DNA FID counter -11.
For Cn1c(=O)c2ccccc2n(CC(=O)N2CCCc3ccccc32)c1=O the results were IMP-1 inh -2.5, VIM-2 inh 0.9, NS3 helicase inh 37*, GalR3 antagonist -7, OXTR ag 0.6, PHOSPHO1 inh 6, GPR7 antag 0, V1aR counter 1.3 and DNA FID counter -25.
COc1cc(/C=N/NC(=O)c2cc(-c3ccco3)nc3ccccc23)cc(OC)c1O was read as IMP-1 inh -2.9, VIM-2 inh -0.3, NS3 helicase inh 5, GalR3 antagonist -2, OXTR ag -1.2, PHOSPHO1 inh 12, GPR7 antag -9, V1aR counter -0.7 and DNA FID counter -18.
Screening COC(=O)[C@@H](NC(=O)/C=C/c1ccc(OC)cc1)C(C)C returned IMP-1 inh -2.4, VIM-2 inh -1.6, NS3 helicase inh 5, GalR3 antagonist 0, OXTR ag -0.1, PHOSPHO1 inh -16, GPR7 antag -3, V1aR counter 0.4 and DNA FID counter -10.
COc1ccc(N2CCN(C(=O)c3ccc4c(=O)n(Cc5ccc6c(c5)OCO6)c(=O)[nH]c4c3)CC2)cc1 was read as IMP-1 inh -3.5, VIM-2 inh -1.4, NS3 helicase inh -7, GalR3 antagonist -7, OXTR ag 1.4, PHOSPHO1 inh 53, GPR7 antag -10, V1aR counter 0.1 and DNA FID counter -8.
COc1ccc(CN2CC(=O)N(c3ccccc3OC)C2=S)cc1OC was read as IMP-1 inh -3.9, VIM-2 inh -4.1, NS3 helicase inh -7, GalR3 antagonist -7, OXTR ag 0.7, PHOSPHO1 inh 23, GPR7 antag -14, V1aR counter 4.9 and DNA FID counter -24.
`CCCC(=O)NCc1cc(-c2nn(C)c(=O)c3ccccc23)ccc1C` gave IMP-1 inh 0.0, VIM-2 inh 2.9, NS3 helicase inh -1, GalR3 antagonist -5, OXTR ag -1.1, PHOSPHO1 inh 50, GPR7 antag -1, V1aR counter 0.7 and DNA FID counter -17.
`COc1ccccc1C(=O)Nc1ccc(S(=O)(=O)Nc2nccs2)cc1` gave IMP-1 inh -1.7, VIM-2 inh -2.4, NS3 helicase inh -3, GalR3 antagonist -3, OXTR ag 0.8, PHOSPHO1 inh 13, GPR7 antag -9, V1aR counter -0.2 and DNA FID counter -16.
CCOC(=O)c1cnc2ccc(C)cc2c1NCCN1CCOCC1 was read as IMP-1 inh -0.5, VIM-2 inh 3.6, NS3 helicase inh -3, GalR3 antagonist -1, OXTR ag -0.5, PHOSPHO1 inh 5, GPR7 antag 0, V1aR counter 0.1 and DNA FID counter 8.
`COc1ccc(S(=O)(=O)Nc2ccc(CC#N)cc2)cc1` gave IMP-1 inh -7.0, VIM-2 inh -1.1, NS3 helicase inh 8, GalR3 antagonist -2, OXTR ag 5.1, PHOSPHO1 inh -8, GPR7 antag 2, V1aR counter 6.1 and DNA FID counter 0.
For CS(=O)(=O)N1CCC(C(=O)Nc2ccc(C(N)=O)cc2)CC1 the results were IMP-1 inh -1.2, VIM-2 inh -2.5, NS3 helicase inh 2, GalR3 antagonist -3, OXTR ag 1.4, PHOSPHO1 inh 36, GPR7 antag -2, V1aR counter 1.4 and DNA FID counter -4.

Fetched one by one from above (2):
For NC(=O)CSc1nc(O)cc(=O)n1-c1ccccc1 the results were IMP-1 inh -2.5, VIM-2 inh -2.5, NS3 helicase inh -6, GalR3 antagonist 2, OXTR ag 0.2, PHOSPHO1 inh 21, GPR7 antag -10, V1aR counter 1.4 and DNA FID counter -33.
COc1ccc(N2CCN(C(=O)c3ccc4c(=O)n(Cc5ccc6c(c5)OCO6)c(=O)[nH]c4c3)CC2)cc1 was read as IMP-1 inh -3.5, VIM-2 inh -1.4, NS3 helicase inh -7, GalR3 antagonist -7, OXTR ag 1.4, PHOSPHO1 inh 53, GPR7 antag -10, V1aR counter 0.1 and DNA FID counter -8.
